Compound activity from PubChem BioAssay.
Pf growth 96h – inhibits malaria parasite growth, 96 h; P. falciparum luciferase reporter growth, 96 h; Potency, µM (series often up to 28.7 µM), inactives show at the highest dose activity change, negative = inhibition, most hits filed as inhibitors; hit rate 6.9% among 320,000; further: potency means the concentration at half of the fitted maximal effect; on the % scale 0 is the no-effect control and ±100 the full control effect
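Delayed-death screen, second-generation endpoint: infected erythrocytes, 2% hematocrit, 0.05% parasitemia final; 96 hours at 37 C, 5% CO2; luciferase detection reagent; luminescence decrease equals reduced growth.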
Tb PYK inh – blocks Trypanosoma brucei pyruvate kinase; TbPYK enzyme, Kinase-Glo Plus ATP luminescence, 45 min; Potency, µM (top dose mostly 76.8 µM), for the others: at the top dose activity, negative = inhibition, usual class: inhibitors; hit rate 0.12% among 410,000; AID 624173; further: potency means the concentration at half of the fitted maximal effect; on the % scale 0 is the no-effect control and ±100 the full control effect; nearly all actives have a fitted effect of over 50% in size
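TbPYK + substrate in 50 mM TEA pH 7.2, 100 mM KCl, 10 mM MgCl2, 0.05% BSA, 0.01% Tween-20; cpd pinned; ADP 130 uM final; 45 min RT; Kinase-Glo Plus 10 min; luminescence endpoint.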
AmpC inh no detg – inhibitors of E. coli AmpC beta-lactamase without detergent; hit rate 0.52% among 330,000; Potency, µM (titrated, usually from 57.1 µM), for the others: top-dose activity change, negative = inhibition, usual class: inhibitors; AmpC nitrocefin hydrolysis, absorbance 480 nm, 0.0001% Triton; P00811;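 further: potency means the concentration at half of the fitted maximal effect; plate controls were no compound for no effect and no enzyme for full effect; nearly all actives have a fitted effect of over 20% in size; some results filed as inactive show a strong effect at the top dose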
Target sequence (P00811 whole entry, looked up): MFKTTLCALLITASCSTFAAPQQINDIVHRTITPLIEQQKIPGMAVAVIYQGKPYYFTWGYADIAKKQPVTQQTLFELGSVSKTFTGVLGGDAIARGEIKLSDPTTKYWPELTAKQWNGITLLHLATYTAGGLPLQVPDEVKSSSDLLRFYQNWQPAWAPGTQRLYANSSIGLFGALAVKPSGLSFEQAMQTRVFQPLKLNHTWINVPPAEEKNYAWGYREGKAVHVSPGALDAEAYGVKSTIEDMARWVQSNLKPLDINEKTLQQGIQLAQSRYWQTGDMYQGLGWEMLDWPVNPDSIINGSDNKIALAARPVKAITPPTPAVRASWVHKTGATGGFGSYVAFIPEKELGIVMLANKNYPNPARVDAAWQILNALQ
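20 mM phosphate pH 7.0 + 0.01% (detergent screen) or 0.0001% Triton X-100; 5.3 nM AmpC reagent; cpd preinc 15 min RT; nitrocefin (800 uM stock) to start; A480 q20 s × 4 min; Activity was normalised to no-enzyme and no-compound control wells.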
LmPK inhibitor – LmPK (Leishmania mexicana) enzyme inhibition. Q27686. purified LmPK, Kinase-Glo ATP luminescence, 1 h. Potency, µM (doses to about 57.5 µM), for the others: at the top dose activity change, negative = inhibition, hits mostly inhibitors. hit rate 0.37% among 290,000; further: potency means the concentration at half of the fitted maximal effect; on the % scale 0 is the no-effect control and ±100 the full control effect
Target sequence (Q27686 whole entry, looked up): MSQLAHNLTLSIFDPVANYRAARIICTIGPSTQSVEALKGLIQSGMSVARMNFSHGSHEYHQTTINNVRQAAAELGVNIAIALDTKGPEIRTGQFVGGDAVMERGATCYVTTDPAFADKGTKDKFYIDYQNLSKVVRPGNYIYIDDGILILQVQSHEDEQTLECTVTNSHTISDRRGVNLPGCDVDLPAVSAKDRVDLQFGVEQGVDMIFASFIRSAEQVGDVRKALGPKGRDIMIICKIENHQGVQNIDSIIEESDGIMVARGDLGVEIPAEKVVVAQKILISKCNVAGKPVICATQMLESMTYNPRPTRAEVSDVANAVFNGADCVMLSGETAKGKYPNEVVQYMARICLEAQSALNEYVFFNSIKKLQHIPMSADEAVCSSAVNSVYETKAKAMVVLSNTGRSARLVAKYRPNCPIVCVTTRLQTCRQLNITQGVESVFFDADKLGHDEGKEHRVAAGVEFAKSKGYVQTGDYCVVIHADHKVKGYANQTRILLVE
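Purified LmPK (0.1 nM) converted ADP (0.1 mM) to ATP with PEP (0.5 mM) in imidazole buffer pH 7.2 with KCl and MgCl2, 1 h at room temperature. ATP was read by Kinase-Glo luminescence; data normalized to uninhibited and no-enzyme controls.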
Pf growth 48h – P. falciparum growth inhibition at 48 hours (one generation). AID 504832. Potency, µM (series often up to 28.7 µM), for inactives: top-dose activity change, negative = inhibition, most hits filed as inhibitors. hit rate 5.9% among 310,000. P. falciparum luciferase growth in erythrocytes, 48 h; further: potency means the concentration at half of the fitted maximal effect; on the % scale 0 is the no-effect control and ±100 the full control effect
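In quantitative HTS format, infected erythrocytes bearing luciferase-reporter parasites were treated for a single generation at 37 C. Luminescence after adding detection reagent served as the growth measure.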
Cycloheximide cs – affects cycloheximide protein synthesis inhibition readout, counter-screen | hit rate 12% among 300,000 | cell reporter, cycloheximide protein synthesis inhibition counterscreen | max response, %; in the data active means max response mostly above about 13%, no sharp cut-off; inactive means mostly below about 14%; further: read at 38.3 µM for the half of the compounds with a filed dose; 0% is about no effect
Shiga inhibitor – inhibitors of Shiga toxin in Vero cells | Vero cells, Shiga toxin protein synthesis inhibition reporter | inhibition, % at 38.7 µM | hit rate 9.2% among 290,000; in the data active means inhibition mostly above about 28%, no sharp cut-off; inactive means mostly below about 43%; further: 0% is about no effect
Active calls of the source: *; ? = inconclusive; . = no result given; [ ] = dose if it differs, or a comment. Unless noted, the call rests on the fitted dose curve; in most records, active means well fitted curve in the direction sought with a large enough effect; inconclusive means small, poorly fitted or top-dose-only effect, or another doubt; inactive means no such curve, though single readings can be large; an effect the other way counts as inactive or inconclusive.

compound	Pf growth 96h	Tb PYK inh	AmpC inh no detg	LmPK inhibitor	Pf growth 48h	Cycloheximide cs	Shiga inhibitor
O=C1Oc2ccccc2C(=O)/C1=C/c1ccccc1O	9%	9%	-45%	-1%	-5%	12	-7
CCC(=O)Nc1ccc(C(=O)COC(=O)c2sc(C)nc2C)cc1	70%[activator]	-6%	-2%	.	44%[activator]	.	.
NC(=O)CC(NC(=O)Cc1ccc(Cl)cc1)c1ccc(NC2CCCC2)c([N+](=O)[O-])c1 (stereo not drawn)	?	1%	-13%	9%	-6%	-4	2
COc1cc(NC(=O)CSc2ncnc3sc4c(c23)CCCC4)c(C(=O)O)cc1OC	-16%	2%	-28%	-4%	3%	-4	1
CC1=NN(c2ccccc2)C(=O)/C1=C\c1ccc(Oc2ccc([N+](=O)[O-])cc2[N+](=O)[O-])cc1	24%	-3%	?	3%	0%	-2	-9
CCc1nnc(NC(=O)CCC(=O)N2CCN(C3CCCCC3)CC2)s1	.	-2%	-2%	-6%	1%	-2	3
CCN1CCN(C(=O)CCCCCn2c(=O)[nH]c3cc(C(=O)OC)ccc3c2=O)CC1	?	-1%	29%	13%	.	-4	-9
COc1ccc(S(=O)(=O)N2CCOCC2)cc1Cl	?	18%	-2%	1%	.	-3	-6
C1=C(N2CCOCC2)/C(=C/c2nc3ccccc3[nH]2)CC1	?	-27%	-12%	3%	?	22	49
CC1(C)Cc2c(cnn2-c2ccc(F)cc2)C(NC(=O)CCC(F)(F)F)C1 (stereo not drawn)	?	-1%	59%	2%	?	10	17
CCOC(=O)N1CCC(NC(=O)c2cc(C(=O)Nc3cccc(OC)c3)ccc2CO)CC1	.	2%	24%	-2%	.	-5	-7
COc1cccc(CNC(=O)CCC2CCCN(Cc3cc(Cl)ccc3O)C2)c1 (stereo not drawn)	-6%	5%	39%	8%	-16%	-3	-4
Brc1ccccc1-c1nnc(CSc2nnnn2-c2ccccc2)o1	-13%	-5%	-21%	-6%	26%	29*	54*
Cc1noc(C)c1COc1ccccc1C(=O)Nc1cccc(S(=O)(=O)N(C)C)c1	?	9%	19%	.	?	.	.
CN(C(=O)CCNC(=O)Cn1ccc2ccccc2c1=O)c1ccc(Br)cc1	?	-4%	15%	3%	23%	-7	-20
C[C@H]1CN=C(N(C)C)N1CCCC1CCCC1	-23%	0%	-10%	.	?	.	.
COc1ccc(CC(=O)N(CC2CCCO2)c2nc3ccccc3s2)cc1 (stereo not drawn)	?	-2%	-11%	5%	13%	27*	11
CN(C)CCN(C(=O)C1CCN(S(=O)(=O)c2cccs2)CC1)c1nc2c(F)cccc2s1	17%	-9%	-14%	.	-1%	.	.
C/C(N)=C(/C#N)C(=O)COC(=O)c1cccc(C)c1O	39%[activator]	-2%	-25%	-5%	17%	8	0
COC(=O)C1=C(c2ccc(Cl)c(C(F)(F)F)c2)C[C@@H]2CC[C@H]1N2C(=O)NCC1CC1	6.6µM*	-2%	92%[activator]	.	12µM*	.	.
N#Cc1ccccc1COC(=O)CCCC1=NS(=O)(=O)c2ccccc2N1	?	-4%	-12%	-5%	-9%	1	15
CCN1C(=O)[C@@H]2[C@H](C1=O)[C@@H]1C(=O)Nc3ccccc3C(=O)N1[C@@H]2c1cccc(OC)c1	23%	6%	-25%	.	-7%	.	.
Cc1c(NC(=O)CCSCCc2ccccn2)cccc1[N+](=O)[O-]	?	-4%	-1%	0%[11.5 µM]	0%	6	-11
Cc1cc(/C=C2/C(=O)NN(c3ccccc3)C2=O)c(C)n1-c1cccc(O)c1	-1%	-6%	-52%	-6%	10%	57*	60*

Full records, quoted from the list:
Cc1c(NC(=O)CCSCCc2ccccn2)cccc1[N+](=O)[O-] is listed as Pf growth 96h: ?; Tb PYK inh: -4%; AmpC inh no detg: -1%; LmPK inhibitor: 0%[11.5 µM]; Pf growth 48h: 0%; Cycloheximide cs: 6; Shiga inhibitor: -11
CCN1C(=O)[C@@H]2[C@H](C1=O)[C@@H]1C(=O)Nc3ccccc3C(=O)N1[C@@H]2c1cccc(OC)c1 is listed as Pf growth 96h: 23%; Tb PYK inh: 6%; AmpC inh no detg: -25%; LmPK inhibitor: .; Pf growth 48h: -7%; Cycloheximide cs: .; Shiga inhibitor: .

Next part
compound	Pf growth 96h	Tb PYK inh	AmpC inh no detg	LmPK inhibitor	Pf growth 48h	Cycloheximide cs	Shiga inhibitor
CCCCCCNC(=O)CSc1nccn1Cc1ccccc1	?	5%	13%	-4%	.	-3	-19
CCNC(=O)CCc1nc(-c2ccc(C(C)(C)C)cc2)no1	?	6%	65%[activator]	-3%	-50%	34*	43*
CCOC(=O)c1sc(NC(=O)c2ccc(C)o2)nc1C	54%[activator]	-10%	-26%	-16%	.	28*	43*
CCN(CC)S(=O)(=O)c1ccc(/C=C/C(=O)OCC(=O)Nc2cccc3ccccc23)cc1	49%[activator]	-2%	-38%	3%	11%	0	-12
O=C(NNC(=O)C(O)c1ccccc1)NC1CCCCC1 (stereo not drawn)	57%[activator]	1%	-10%	-7%	25%	-3	-14
CC(=O)Nc1ccc(N/C=C/C(=O)C(C)(C)C)cc1	.	2%	-2%	-5%	10%	18*	39*
CN(Cc1ccccc1NS(=O)(=O)c1ccc2ccccc2c1)C1CCCCC1	?	3%	19%	2%	-7%	8	22
Cc1cccc(N2CCN(c3nc(C)cc(C)c3C#N)CC2C)c1 (stereo not drawn)	?	0%	23%	4%	25%	0	7
Cc1nc(NCc2ccc3c(c2)OCO3)c2oc3ccccc3c2n1	-12%	-9%	4%	-3%	-8%	-7	2
COC(=O)c1ccccc1NC(=O)COc1ccc(S(=O)(=O)NC(C)C)cc1	10%	-2%	33%	4%	?	-1	-1
O=C(CSc1nc2cc(Cl)ccc2s1)c1cc2ccccc2o1	.	-6%	-56%	2%	19%	-1	-7
Cc1ccc(NC(=O)c2onc(C)c2Cl)cc1	-45%	-7%	-13%	1%	.	30*	62*
CCN(CC)C(=S)Nc1ccc([N+](=O)[O-])cc1	-28%	3%	-23%	2%	10%	3	2
Cc1ccc(NC(=O)CCNS(=O)(=O)c2ccc3c(c2)oc(=O)n3C)cc1	42%[activator]	2%	-17%	-2%	.	-3	-4
Cc1cc(C)nc(NC(=O)CSc2nn(C)c(=S)s2)n1	?	-5%	-11%	3%	31%[activator]	3	-5
Cc1ccccc1OS(=O)(=O)c1cn(C)c(=O)n(C)c1=O	1%	5%	-16%	-2%	20%	-2	-19
Cc1ccc(C(=O)N2CCOCC2)cc1S(=O)(=O)N1CCOCC1	?	2%	-10%	7%	29%	-3	-5
Cc1ccc(OCCN(C)C(=O)c2cc(COc3ccc(F)cc3F)on2)cc1	23%	0%	16%	7%	0%	13*	33
CC(=O)NC1C(c2nc3ccccc3s2)=C(c2ccccc2)C(=O)N1c1ccc(C)cc1 (stereo not drawn)	-91%	-2%	-11%	1%	.	12	-2
COc1ccc(/C=C2\SC(=O)N(CC(=O)Nc3cccnc3)C2=O)cc1OC	17%	5%	-6%	-6%	2%	11	-4
CC(C)CCn1c(=O)c2ccccc2n2c(CN3CCOCC3)nnc12	-10%	-10%	1%	-1%	-25%	5	-23
S=c1nc(-c2ccccc2Cl)[nH][nH]1	66%[activator]	?	-12%	-1%	8%	-2	-17
CC(=O)c1ccc([C@@H]2C[C@]34CN(Cc5cccc(C(F)(F)F)c5)S(=O)(=O)[C@H]3C[C@H]2O4)cc1	?	-7%	6%	4%	?	-9	-5
Cc1ccc(S(=O)(=O)NCCCCCC(=O)N(C)C)cc1	10µM*	6%	19%	1%	-11%	7	-5
COc1cc(OC)c2c(-c3cccc(-c4ccc(OC(F)(F)F)cc4)c3)cc(=O)oc2c1	.	-2%	-28%	.	.	11	5
CCCCn1nnnc1SCC(=O)N1CCCC1	15%	5%	-18%	-2%	35%[activator]	2	-6
CCC1(c2ccccc2)C(=O)NC(=O)N(C(=O)c2ccccc2)C1=O (stereo not drawn)	-25%	5%	.	.	-11%	.	.
Cc1nc2ccccc2n1CCN1CCOCC1	24%	-3%	-8%	7%	34%[activator]	16	23
CC(C)Cc1nnc(NC(=O)CCC(=O)N2CCN(c3ccc([N+](=O)[O-])cc3)CC2)s1	?	5%	80%[activator]	-1%	?	-3	24
CC1CC(C)CN(c2ccc(NS(=O)(=O)c3ccccc3)cc2C(=O)O)C1 (stereo not drawn)	10%	8%	-54%	-2%	20%	4	1
COc1cc2[nH]c(=S)nc(NCc3cccc(Cl)c3)c2cc1OC	-7%	-20%	-21%	8%	?	-4	-7
Cc1ccc2nc(-c3ccccc3C)oc(=O)c2c1	23%	3%	-9%	-4%	23%	-1	-11
COC(=O)c1c(NC(=O)c2cccc(S(=O)(=O)N3CCN(C)CC3)c2)sc(C)c1C	12µM*	-7%	155%[activator]	.	?	.	.
CCOc1ccc(C(=O)N(CN2CCCC2=O)c2cccc(Cl)c2)cc1	-4%	6%	41%	-5%	11%	-3	-6
CN(C)C(=O)c1ccc(NC(=O)CN2CCc3cc4c(cc3C2)OCCCO4)cc1	?	0%	51%	-8%	-4%	-3	-10
Cc1nnc(SCC(=O)Nc2ccccc2)n(N)c1=O	60%[activator]	7%	-19%	10%	31%[activator]	4	-3
O=C(c1nc2ncccn2n1)N1CCc2ccccc2C1	14%	2%	.	1%	?	-1	-1
O=C(Nc1ncccc1O)c1cccc(S(=O)(=O)N2CCN(c3ccc(F)cc3)CC2)c1	?	-6%	-11%	.	-21%	.	.
CCCN(CCC)C(=O)CCS(=O)(=O)c1cccc2nsnc12	39%[activator]	-3%	-20%	4%	2%	-2	-8
O=C(CN1CCN(c2ccccc2O)CC1)Nc1ccc([N+](=O)[O-])cc1Br	?	-7%	-8%	-1%[11.5 µM]	?	2	-1
COc1ccc2c(=O)c3ccccc3oc2c1	94%[activator]	-2%	-20%	-11%	115%[activator]	33*	42*
COc1ccccc1CNS(=O)(=O)c1c(C)[nH]c(=O)[nH]c1=O	24%	-1%	-23%	-10%	.	-5	-10
Cc1cccc(C(=O)N/C(=C/c2ccco2)C(=O)N2CCCCCC2)c1	?	-16%	-10%	-1%	?	6	5
NC(=O)NC(=O)CSc1nc(-c2ccccc2)c(-c2ccccc2)n1CC1CCCO1 (stereo not drawn)	?	5%	32%	3%	-5%	-3	-11
CCn1c(SCC(=O)NCC2CCCO2)nnc1-c1ccccc1OC (stereo not drawn)	21%	-4%	-16%	.	?	.	.
O=C(O)Cn1cc(/C=c2/sc3nc4ccccc4n3c2=O)c2ccccc21	-13%	-9%	-24%	13%	269%[activator]	37*	115*
COc1cccc(CNC(=O)CSc2ccc(-c3ccccn3)nn2)c1	1%	6%	-7%	-2%	?	-1	10
Cc1cc(NC(=O)CSc2nnc(-c3ccco3)n2Cc2ccccc2)no1	40%[activator]	3%	-29%	-2%	-16%	0	-3
CC(C)NC(=O)NS(=O)(=O)c1cnccc1NC1CC2CCC1C2 (stereo not drawn)	-10%	-10%	-6%	6%	1%	7	-12
